Bcl-B Bim block = inhibitors of Bim-Bcl-B interaction, human. Q9HD36. bead-based flow cytometry, Bim peptide-Bcl-B binding. inhibition, % at 10 µM. 0.073% of 190,000 active;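 further: 0% = tracer peptide without compound and 100% = reference inhibitor peptide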
Target sequence (Q9HD36 whole entry, looked up): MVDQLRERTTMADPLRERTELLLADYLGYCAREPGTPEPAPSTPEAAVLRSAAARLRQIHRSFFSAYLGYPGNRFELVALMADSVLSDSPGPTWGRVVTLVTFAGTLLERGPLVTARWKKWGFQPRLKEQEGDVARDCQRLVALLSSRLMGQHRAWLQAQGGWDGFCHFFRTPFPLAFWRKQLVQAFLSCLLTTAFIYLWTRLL
Bim-Bfl-1 = human Bim-Bfl-1 interaction inhibition | AID 1008 | Bead-based flow cytometry, Bim-Bfl-1 binding inhibition | inhibition, % at 10 µM | 0.12% of 190,000 active | Q16548;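 further: 0% = wells without compound plus tracer and 100% = blocker peptide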
ABCG2 block = blocks JC-1 efflux by human ABCG2 transporter; Q9UNQ0; IgMXP3 cells, flow cytometry; inhibition, % at 6.6 µM; 0.1% of 190,000 active;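 active means inhibition above 80%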;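 further: 0% = DMSO and 100% = nicardipine control wells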
Target sequence (Q9UNQ0 whole entry, looked up): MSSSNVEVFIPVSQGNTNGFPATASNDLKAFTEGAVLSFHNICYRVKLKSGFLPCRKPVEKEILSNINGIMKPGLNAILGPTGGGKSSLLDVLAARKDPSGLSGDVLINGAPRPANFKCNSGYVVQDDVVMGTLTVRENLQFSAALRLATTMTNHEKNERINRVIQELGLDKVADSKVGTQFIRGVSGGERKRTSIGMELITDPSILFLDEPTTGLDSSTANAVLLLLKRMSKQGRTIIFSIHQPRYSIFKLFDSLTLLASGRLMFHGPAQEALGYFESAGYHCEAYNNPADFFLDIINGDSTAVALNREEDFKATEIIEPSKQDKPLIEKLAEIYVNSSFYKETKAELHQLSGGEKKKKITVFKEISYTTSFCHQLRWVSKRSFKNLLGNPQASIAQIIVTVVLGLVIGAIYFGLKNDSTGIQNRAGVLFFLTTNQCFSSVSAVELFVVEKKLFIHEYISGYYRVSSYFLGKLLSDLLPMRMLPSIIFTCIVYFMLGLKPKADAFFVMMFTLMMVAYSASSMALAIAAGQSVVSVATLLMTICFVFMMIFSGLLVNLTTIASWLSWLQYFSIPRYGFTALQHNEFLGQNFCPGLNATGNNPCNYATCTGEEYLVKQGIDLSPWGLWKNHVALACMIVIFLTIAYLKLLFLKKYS
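Times: 10 min at 25 °C | Test system: Two drug-resistant human cell lines, ABCG2 and ABCB1 | Quantity: 3 million cells/mL final, two lines in 1:1 ratio | Signal: Flow cytometry, 530 nm JC-1 signal | Dosing: Compound at 6.6 µM | Controls: Nicardipine and DMSO wells | Reagent: JC-1 as fluorescent efflux pump substrate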
RGS4-Gao reg = human RGS4-Galphao interaction regulation; P09471; Multiplexed bead flow cytometry, RGS4-Galphao binding; actives lie on both sides; binding response (% of control), % at 10 µM; 0.33% of 220,000 active; AID 1415; in the data active means binding response below about 49% or above about 150%; inactive means in between;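 further: fluorescent Galphao activated with aluminum fluoride binding bead-coupled RGS4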
Bim-Bcl-2 = inhibitors of Bim-Bcl-2 interaction, human. P10415. Bead-based flow cytometry, Bim peptide-Bcl-2 binding. inhibition, % at 10 µM. 0.06% of 190,000 active; in the data active means inhibition above about 40%; inconclusive means no clear call, values can overlap the other calls;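 further: 0% = no compound wells with probe peptide and 100% = reference peptide inhibitor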
Bim-Mcl-1 = disrupts Bim peptide binding to human Mcl-1. Q07820. inhibition, % at 10 µM. Bead-based flow cytometry, Bim peptide-Mcl-1 binding. AID 1009. 0.1% of 190,000 active;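 further: 0% = no compound tracer wells and 100% = peptide blocker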
ABCB1 block = inhibitors of human ABCB1 transporter, ABCG2 counter-screen; CCRF-Adr cells, JC-1 efflux, flow cytometry; inhibition, % at 6.6 µM; 0.067% of 190,000 active; in the data active means inhibition above about 40%;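 further: 0% = vehicle and 100% = reference inhibitor; higher value means more JC-1 retained so stronger ABCB1 efflux block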
RGS7-Gao = human RGS7-Galphao interaction regulation; P09471; Multiplexed bead flow cytometry, RGS7-Galphao binding; actives lie on both sides; binding response (% of control), % at 10 µM; 0.35% of 220,000 active; AID 1439; in the data active means binding response below about 49% or above about 150%; inconclusive means no clear call, values can overlap the other calls; inactive means in between;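 further: fluorescent Galphao held in activated GDP-AlF4 state binding bead-coupled RGS7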
Bcl-W Bim block = disrupts Bim peptide binding to human Bcl-W; Q92843; inhibition, % at 10 µM; AID 952; 0.02% of 190,000 active; bead-based flow cytometry;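 further: 0% = bound tracer without compound and 100% = peptide blocker; higher means less fluorescent Bim peptide bound to Bcl-W beads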
Bcl-XL Bim block = human Bim-Bcl-XL interaction inhibition. Q07817. Bim peptide-Bcl-XL binding, bead flow cytometry, fluorescence. inhibition, % at 10 µM. 0.04% of 190,000 active. AID 1007
Target sequence (Q07817 whole entry, looked up): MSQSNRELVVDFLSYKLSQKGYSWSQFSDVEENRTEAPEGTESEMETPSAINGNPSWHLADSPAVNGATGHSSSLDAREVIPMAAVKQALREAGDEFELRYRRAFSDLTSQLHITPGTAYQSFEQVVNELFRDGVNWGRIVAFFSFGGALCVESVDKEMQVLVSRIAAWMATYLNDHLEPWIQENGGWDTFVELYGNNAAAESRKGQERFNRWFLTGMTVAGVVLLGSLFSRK
RGS8-Gao reg = regulators of human RGS8-Galphao interaction; P09471; response (percent of control binding), % at 10 µM; 0.34% of 220,000 active; multiplexed bead flow cytometry, RGS8-Galphao binding; actives lie on both sides; in the data active means response below about 60% or above about 140%; inactive means in between;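 further: Galphao activated as the GDP aluminium fluoride complex binding bead-coupled RGS8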
* marks the source's active call; other numbers are inactive results; ? = inconclusive. Unless noted, no stated cut-off is given here; in the data, active means inhibition above about 40%.

1. Cc1cc(C)c(S(=O)(=O)/N=C2/C=C(Sc3ncn[nH]3)C(=O)c3ccccc32)cc1C
2. COc1ccc(S(=O)(=O)N2CCCC(C(=O)NCc3ccco3)C2)cc1Cl (stereo not drawn)
3. CCN(CC)CC(C)OC(=O)c1ccccc1Cl (stereo not drawn)
4. Cc1cc2ccccc2n1CCNC(=O)c1ccccc1
5. CN1CCN(c2ccc(NC(=O)CSc3ccccc3)cc2F)CC1
6. CCc1ccc2nc(N3C(=O)C(O)=C(C(=O)c4ccco4)C3c3cccs3)sc2c1 (stereo not drawn)
7. CCOC(=O)N1CCN(C(=O)CSCC(=O)Nc2nc(-c3ccc(Cl)s3)cs2)CC1
8. FCCCOc1ccc(/C=N/OCc2ccc(Cl)cc2Cl)cc1

Compound	1	2	3	4	5	6	7	8
Bcl-B Bim block	0	-8	-3	-10	-9	-9	-44	-9
Bim-Bfl-1	0	-9	-4	-3	-13	-11	-32	-12
ABCG2 block	-5	4	-1	2	-1	1	11	5
RGS4-Gao reg	90	99	103	107	103	102	100	98
Bim-Bcl-2	0	-6	-3	1	-1	-9	-31	-13
Bim-Mcl-1	1	0	-2	2	-1	1	-40	0
ABCB1 block	-0.3	1.3	0.2	0.0	-0.4	0.1	1.9	0.2
RGS7-Gao	84	98	?	102	104	98	100	97
Bcl-W Bim block	-1	-2	-1	2	0	3	-34	1
Bcl-XL Bim block	0	-14	0	4	-4	-2	-30	-3
RGS8-Gao reg	60	100	101	102	103	100	102	101

9. COc1cccc(C(=O)c2c[nH]c(C(=O)NCCCN3CCOCC3)c2)c1
10. O=C(Cn1ncc2c(=O)oc3ccccc3c21)NCCC1=CCCCC1
11. COc1ccc(N2CCN(C(=O)CN(C3CCCCC3)S(C)(=O)=O)CC2)cc1
12. Cc1nn(C)cc1/C=C/C(=O)c1ccc(O)cc1
13. O=C(CCCOc1ccc(Cl)cc1Cl)NNC(=O)C1CCC1
14. COc1ccc(OCc2nnc(SC(C)C(=O)Nc3nccs3)n2-c2ccccc2)cc1 (stereo not drawn)
15. O=C(OCC1CCCN2CCCCC12)c1ccc2c(c1)OCO2 (stereo not drawn)
16. Cc1ccc(-c2ccc(=O)n(CC(=O)NCc3ccc(F)cc3)n2)cc1

Compound	9	10	11	12	13	14	15	16
Bcl-B Bim block	0	-8	-7	3	2	-1	-7	-2
Bim-Bfl-1	-3	-17	-7	2	6	0	-18	-3
ABCG2 block	-3	17	0	4	8	3	4	2
RGS4-Gao reg	104	99	101	103	101	100	101	96
Bim-Bcl-2	-1	-12	-6	0	1	-2	-9	-2
Bim-Mcl-1	2	-4	-1	1	0	-1	-2	0
ABCB1 block	-0.8	1.0	0.2	0.8	2.4	2.9	0.8	-0.4
RGS7-Gao	108	98	101	100	?	100	100	97
Bcl-W Bim block	3	-2	-2	2	9	0	-2	-1
Bcl-XL Bim block	0	-7	-4	2	9	-2	-6	0
RGS8-Gao reg	102	101	104	100	101	103	101	98

Nos. 15 to 16, quoted:
15. O=C(OCC1CCCN2CCCCC12)c1ccc2c(c1)OCO2 (stereo not drawn)
16. Cc1ccc(-c2ccc(=O)n(CC(=O)NCc3ccc(F)cc3)n2)cc1

Compound	15	16
Bcl-B Bim block	-7	-2
Bim-Bfl-1	-18	-3
ABCG2 block	4	2
RGS4-Gao reg	101	96
Bim-Bcl-2	-9	-2
Bim-Mcl-1	-2	0
ABCB1 block	0.8	-0.4
RGS7-Gao	100	97
Bcl-W Bim block	-2	-1
Bcl-XL Bim block	-6	0
RGS8-Gao reg	101	98

(listing goes on)
17. CCn1cc(C(=O)C(F)(F)F)c2ccccc21
18. CC1(C)C(N(O)C(=O)Nc2ccc(Cl)cc2)N(c2ccc(Cl)cc2)C(=O)N1CC(=O)NN (stereo not drawn)
19. O=C(Nc1ccc(N2CCN(c3ccccc3)CC2)c(F)c1)C1CC1
20. CC(=O)Nc1ccc(N2C(C(C)=O)=NN(c3ccc(Cl)cc3)C2c2sccc2C)cc1 (stereo not drawn)
21. Nn1c(COc2ccc(Cl)cc2)n[nH]c1=S
22. O=C(c1ccc(COc2ccc(F)cc2)o1)n1cc(Br)cn1
23. CC(C)Nc1nnc(SCC(=O)c2c[nH]c3ccccc23)s1
24. O=C(Cc1ccc(-c2ccccc2)cc1)OCC(=O)N1CCCC1=O

Compound	17	18	19	20	21	22	23	24
Bcl-B Bim block	-3	13	1	-17	-53	-10	-12	-4
Bim-Bfl-1	-7	1	-4	-7	5	-2	-8	-4
ABCG2 block	2	1	7	0	11	2	1	0
RGS4-Gao reg	103	99	105	99	101	99	104	103
Bim-Bcl-2	-2	-4	1	-3	-5	-3	-11	-1
Bim-Mcl-1	3	0	0	-4	-8	-5	-13	1
ABCB1 block	0.2	0.1	0.4	0.0	1.8	0.3	-0.1	0.4
RGS7-Gao	98	103	114	95	104	99	99	101
Bcl-W Bim block	2	-5	0	-8	-1	-6	-8	3
Bcl-XL Bim block	-1	0	-1	-8	-10	-6	-11	1
RGS8-Gao reg	103	97	104	98	98	102	101	101

25. CCOC(=O)c1cc2occc2n1CC(=O)Nc1ccc(OC)cc1OC
26. O=C(c1ccc(Cl)cc1)C(Cn1cncn1)C(Sc1ccccc1)c1ccccc1 (stereo not drawn)
27. CCOC(=O)NC(=O)CSc1nc(-c2ccc(C)c(C)c2)cn1-c1ccccc1
28. C=CCOn1c(C)c(C(C)=O)c2c3no[n+]([O-])c3ccc21
29. COc1ccc(-c2nnc(-c3cccnc3)o2)cc1OC
30. CCOC(=O)C1CCN(C(=O)c2ccccc2Oc2ccccc2)CC1
31. Cc1ccccc1N1CCN(CCCN2C(=O)CC(=C(c3ccccc3)c3ccccc3)C2=O)CC1
32. COc1cc(-c2nc(CN3CCN(c4ncccn4)CC3)c(C)o2)ccc1F

Compound	25	26	27	28	29	30	31	32
Bcl-B Bim block	-6	-7	-9	0	-5	-3	-6	-6
Bim-Bfl-1	-18	-11	-13	0	-9	-2	-18	-16
ABCG2 block	66	4	6	6	-3	4	12	1
RGS4-Gao reg	101	102	59	99	90	99	96	98
Bim-Bcl-2	-9	-8	-2	0	-6	-2	-6	-9
Bim-Mcl-1	-3	-2	-1	2	1	-1	-2	-5
ABCB1 block	1.3	1.6	1.0	0.2	-3.6	1.2	4.3	0.3
RGS7-Gao	99	105	90	102	89	98	101	97
Bcl-W Bim block	0	0	-2	0	-3	-1	-3	-5
Bcl-XL Bim block	-8	-9	-6	-4	-16	0	-6	-7
RGS8-Gao reg	104	106	81	104	97	100	96	100

33. O=C(CSc1nnc2n1CCCN2C(=S)Nc1ccc(Cl)cc1)c1ccccc1
34. CSCCC(NC(=O)c1cccc(C)c1)C(=O)OCC(=O)NC(=O)c1cccn1C (stereo not drawn)
35. CCn1c(COc2ccc3c(c2)OCO3)nnc1SCC(=O)c1ccccc1
36. COC(=O)c1ccccc1NC(=O)CCCn1nc([N+](=O)[O-])c(Br)c1C
37. COc1ccc(CCC(=O)NCCc2cn3c(C)csc3n2)cc1
38. CCOC(=O)N1CCN(C(=O)c2ccc(N(C)S(C)(=O)=O)cc2)CC1
39. Cc1ccccc1N1C(=O)CC(Sc2nnc(-c3ccccc3)o2)C1=O (stereo not drawn)
40. COC(=O)C1=C(C)NC(=O)NC1c1ccsc1 (stereo not drawn)

Compound	33	34	35	36	37	38	39	40
Bcl-B Bim block	-17	-4	-6	-2	-10	-9	-9	-5
Bim-Bfl-1	-2	-11	-17	-6	-9	-10	-23	-1
ABCG2 block	13	4	30	10	-2	-1	3	1
RGS4-Gao reg	101	103	96	100	104	100	96	106
Bim-Bcl-2	-1	-5	-7	0	-11	-4	-8	-1
Bim-Mcl-1	-4	-3	-2	0	-3	0	-4	-2
ABCB1 block	1.3	0.8	0.3	1.8	-2.7	-0.5	0.8	0.4
RGS7-Gao	100	104	99	93	103	97	93	103
Bcl-W Bim block	-7	-6	0	0	0	0	-6	-4
Bcl-XL Bim block	-10	-4	-3	0	-5	-3	-8	-3
RGS8-Gao reg	102	106	94	100	102	100	90	104

41. Cc1ccccc1NC(=S)N1CCC(C(=O)c2ccc(F)cc2)CC1
42. Cc1ccc(-n2c(-c3ccccc3)nnc2-c2cccs2)cc1
43. COC(=O)c1ccc(NC(=O)C(=O)N2CCN(C(=S)Nc3ccccc3OC)CC2)cc1
44. Cc1ccnc(-n2sc3ccccc3c2=O)n1
45. O=C(NCc1ccc(C(F)(F)F)cc1)C12CN(Cc3ccccc3)CC1C(c1cccc([N+](=O)[O-])c1)=NO2 (stereo not drawn)
46. COc1ccc(C2(CNC(=O)/C=C\c3ccco3)CCCC2)cc1OC
47. CCN(CC)C(=O)COc1ccc(/C(C)=N/NC(=O)c2ccccc2Br)cc1
48. CCNc1ccc(S(=O)(=O)N(C)C)cc1NCC(=O)Nc1ccccc1Br

Compound	41	42	43	44	45	46	47	48
Bcl-B Bim block	-1	-7	-6	-15	-2	-14	-4	-6
Bim-Bfl-1	-2	-9	0	-3	-4	8	-2	0
ABCG2 block	0	1	2	-5	13	-2	3	0
RGS4-Gao reg	94	103	101	97	105	92	100	102
Bim-Bcl-2	-1	-1	0	-1	-8	-5	0	0
Bim-Mcl-1	0	-6	-3	-4	-7	0	0	1
ABCB1 block	-3.2	0.4	0.5	-0.6	1.4	-3.5	0.9	0.0
RGS7-Gao	89	105	98	103	98	93	?	106
Bcl-W Bim block	0	-6	-1	-5	-2	-2	-1	0
Bcl-XL Bim block	-1	-7	-3	-3	-7	-1	0	-3
RGS8-Gao reg	91	105	99	75	106	89	101	99

Some of these compounds in order of molar mass, low to high:
37. COc1ccc(CCC(=O)NCCc2cn3c(C)csc3n2)cc1
35. CCn1c(COc2ccc3c(c2)OCO3)nnc1SCC(=O)c1ccccc1
27. CCOC(=O)NC(=O)CSc1nc(-c2ccc(C)c(C)c2)cn1-c1ccccc1
1. Cc1cc(C)c(S(=O)(=O)/N=C2/C=C(Sc3ncn[nH]3)C(=O)c3ccccc32)cc1C

Compound	37	35	27	1
Bcl-B Bim block	-10	-6	-9	0
Bim-Bfl-1	-9	-17	-13	0
ABCG2 block	-2	30	6	-5
RGS4-Gao reg	104	96	59	90
Bim-Bcl-2	-11	-7	-2	0
Bim-Mcl-1	-3	-2	-1	1
ABCB1 block	-2.7	0.3	1.0	-0.3
RGS7-Gao	103	99	90	84
Bcl-W Bim block	0	0	-2	-1
Bcl-XL Bim block	-5	-3	-6	0
RGS8-Gao reg	102	94	81	60

(next part)
49. Cn1c(SCC(=O)Nc2ccccc2F)nnc1-c1cc2ccccc2o1
50. CCCCN(C)CCC(=O)Nc1ccc(OC)cc1OC
51. O=c1c(-c2ccccc2)coc2c(CN3CCCC3)c(O)ccc12
52. Cc1ccc(C)n1-c1ccc(C(=O)NC2CCN(Cc3ccccc3)CC2)cc1
53. CNS(=O)(=O)c1cccc(C(=O)NCC2(N3CCOCC3)CCCCC2)c1

Compound	49	50	51	52	53
Bcl-B Bim block	-9	-8	-7	-2	-5
Bim-Bfl-1	-19	-18	-2	3	-6
ABCG2 block	18	7	3	8	3
RGS4-Gao reg	103	105	103	113	104
Bim-Bcl-2	-13	-12	-3	1	-8
Bim-Mcl-1	0	-4	-2	-1	-1
ABCB1 block	0.1	0.3	0.3	1.0	1.6
RGS7-Gao	103	105	101	110	?
Bcl-W Bim block	0	-2	-3	-2	-4
Bcl-XL Bim block	-3	-8	0	-1	-4
RGS8-Gao reg	103	106	103	102	103
